Assay outcomes (PubChem)
MBD2 DNA inh = MBD2-methylated oligo binding inhibition. TR-FRET, MBD2 binding to methylated oligonucleotide. Q9UBB5. AID 686964. inhibition, % at 4.4 µM. 370,000 compounds, 0.31% hits; in the data active = inhibition above about 13%
hcDAF-12 act = activators of H. contortus DAF-12 nuclear receptor; HEK293 hcDAF-12 lit1-tk-luc reporter, luminescence; 0% DMSO, 100% Δ7-dafachronic acid; activation, % at 6.8 µM; 370,000 compounds, 1.4% hits; AID 652067;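 active = activation above the mean of all tested compounds plus 3 SD, cut at about 5.5% in these data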;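 also: 100% = response to 3 µM Δ7-dafachronic acid high control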
Rev-erbA mod = modulates human Rev-erb alpha binding to DNA | P20393 | Rev-erbα–FITC-DNA binding, fluorescence polarization, 90 min | activity, % at 10 µM | 370,000 compounds, 0.79% hits;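 active = activity above about 14%, limit read from the data; passing the limit was not always enough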;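 also: 0% = DMSO wells with 35 nM protein and 100% = DMSO wells with 750 nM protein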
ADAM17 inh = inhibitors of human ADAM17; P78536; recombinant ADAM17, EDANS/DABCYL FRET peptide cleavage; inhibition, % at 6.95 µM; 370,000 compounds, 0.83% hits; AID 720648;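 active = inhibition above the mean of compounds lying between control limits plus 3 SD, set per campaign, cut at about 8.5% in these data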;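 also: 0% = DMSO-only wells as the low control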
Target sequence (P78536 215-824 limits assumed): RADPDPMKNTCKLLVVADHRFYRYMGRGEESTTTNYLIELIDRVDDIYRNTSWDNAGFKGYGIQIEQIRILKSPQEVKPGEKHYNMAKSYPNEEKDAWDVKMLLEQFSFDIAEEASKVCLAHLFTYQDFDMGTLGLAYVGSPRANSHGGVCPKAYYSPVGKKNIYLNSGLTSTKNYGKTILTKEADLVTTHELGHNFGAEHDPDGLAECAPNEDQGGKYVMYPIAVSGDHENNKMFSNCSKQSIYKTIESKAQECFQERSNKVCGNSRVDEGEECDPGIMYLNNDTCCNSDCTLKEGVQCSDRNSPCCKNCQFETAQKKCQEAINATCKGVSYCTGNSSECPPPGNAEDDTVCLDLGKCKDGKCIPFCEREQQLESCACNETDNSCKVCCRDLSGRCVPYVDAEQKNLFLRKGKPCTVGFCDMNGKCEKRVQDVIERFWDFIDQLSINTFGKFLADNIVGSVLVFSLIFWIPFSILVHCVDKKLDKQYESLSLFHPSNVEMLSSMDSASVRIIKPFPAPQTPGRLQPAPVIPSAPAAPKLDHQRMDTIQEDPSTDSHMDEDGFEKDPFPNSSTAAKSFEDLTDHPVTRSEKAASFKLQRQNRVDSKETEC
DAX1 inh-1 = DAX1 (NR0B1) inhibition, primary screen | inhibition, % at 6.8 µM | HEK293T StAR-luciferase reporter, SF-1/DAX-1 repression relief | AID 652010 | 370,000 compounds, 1.1% hits;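 active = inhibition above the mean over all tested compounds plus 3 SD, cut at about 3.6% in these data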;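 also: 0% = DAX-1 cells with DMSO and 100% = cells lacking DAX-1 with DMSO; higher inhibition means more luminescence from relief of DAX-1 repression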
SMARCA2 act = increases SMARCA2 function in MMTV reporter cells; activation, % at 9.1 µM; 370,000 compounds, 1% hits; MG213 cells, MMTV-luciferase reporter, dexamethasone, overnight; in the data active = activation above about 7.8%;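 also: 0% = vehicle wells and 100% = reference activator wells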
ssDAF-12 act = S. stercoralis DAF-12 activation, primary screen | HEK293 ssDAF-12/GRIP1 lit1-tk-luc reporter, luminescence; % of 3 µM dafachronic acid response | AID 652126 | 370,000 compounds, 1% hits | activation, % at 6.8 µM;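 active = activation above the mean over all tested compounds plus 3 SD, cut at about 0.9% in these data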;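 also: 0% = DMSO-only wells and 100% = 3 µM delta7-dafachronic acid wells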
PLCg1 inh = PLC-gamma1 (human) inhibition, primary screen; P19174; purified PLC-gamma1, fluorogenic substrate, fluorescence; inhibition, % at 12.2 µM; 370,000 compounds, 0.84% hits; AID 720700; in the data active = inhibition above about 9.5%
DAX1 inh-2 = inhibitors of human orphan nuclear receptor DAX1 (NR0B1); HEK293 Gal4-DAX1 luciferase reporter, luminescence; P51843; inhibition, % at 6.75 µM; AID 504766; 340,000 compounds, 0.99% hits;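 active = inhibition above the mean over all tested compounds plus 3 SD, cut at about 4.2% in these data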;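 also: 0% = DAX1-transfected cells with DMSO and 100% = empty-vector control cells with DMSO; inhibition shows as a rise in luminescence from relieved DAX1 repression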
Target sequence (P51843 207-470 limits assumed): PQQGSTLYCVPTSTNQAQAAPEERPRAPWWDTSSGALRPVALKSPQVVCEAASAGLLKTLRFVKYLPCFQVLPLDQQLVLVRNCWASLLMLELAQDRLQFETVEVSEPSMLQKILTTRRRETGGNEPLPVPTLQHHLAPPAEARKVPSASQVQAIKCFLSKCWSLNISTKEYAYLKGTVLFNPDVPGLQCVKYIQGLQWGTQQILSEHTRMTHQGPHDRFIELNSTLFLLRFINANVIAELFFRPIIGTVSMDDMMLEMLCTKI
hgDAF-12 ag = activates the H. glycines DAF-12 receptor ligand-binding domain | HEK293 GAL4-hgDAF12 UAS-luciferase reporter, agonist luminescence; normalized to butyrate control | 370,000 compounds, 1.8% hits | activation, % at 6.8 µM;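 active = activation above a cutoff set at the mean of all screened compounds plus 3 SD, cut at about 10% in these data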;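 also: 0% = DMSO wells and 100% = sodium butyrate wells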
PLCb3 inh = PLC-beta3 (human) inhibition, primary screen; Q01970; Purified PLC-beta3, fluorogenic substrate, fluorescence; inhibition, % at 12.2 µM; 370,000 compounds, 0.18% hits; AID 720704; in the data active = inhibition above about 11%;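 also: 0% = median of compound wells on plate and 100% = full blocker control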
Active calls of the source: *; i = inactive; x = not tested or not shown.

SMILES	MBD2 DNA inh	hcDAF-12 act	Rev-erbA mod	ADAM17 inh	DAX1 inh-1	SMARCA2 act	ssDAF-12 act	PLCg1 inh	DAX1 inh-2	hgDAF-12 ag	PLCb3 inh
O=C(N[C@H](Cc1ccccc1)C(=O)N1CCN(C(=O)N2CCOCC2)CC1)[C@H]1O[C@@H](n2ccc(=O)[nH]c2=O)[C@H](O)[C@@H]1O	3	0.0	-1	-3	-0.2	0	-0.8	1	x	1.3	3
c1ccc2nc3ccccc3nc2c1	-1	0.8	4	2	0.2	3	-0.5	0	1.8	1.0	5
Cc1ccc(O)c(C(CC(=O)NCc2ccco2)c2ccccc2)c1 (stereo not given)	-5	-0.2	4	-3	-0.3	-3	-1.1	-2	-0.1	-1.2	-5
CCOC(=O)c1[nH]c(C)c(C(=O)Nc2ccc(Cl)cc2)c1C	-3	-1.0	1	0	0.1	0	-0.9	1	0.3	4.6	7
C[C@@H](NC(=O)c1nc[nH]c1C(=O)NCc1ccccc1)c1ccccc1	4	-2.4	0	6	-0.9	-1	-1.5	1	-0.8	-0.2	2
Cc1cccc(C)c1NC(=O)CN(C)C(=O)c1cc(S(=O)(=O)N2CCOCC2)ccc1N1CCCC1	4	-0.2	-2	-4	-0.6	-3	-1.4	4	1.7	-1.6	-2
COc1ccccc1NC(=O)COC(=O)C12CC3CC(CC(Br)(C3)C1)C2	-6	-0.3	2	3	-0.6	4	-1.4	4	-0.4	3.8	-6
O=C(CCCOc1ccc(Cl)cc1Cl)N/N=C/c1ccco1	-5	0.0	-3	3	-0.9	1	-1.5	-1	-1.4	0.2	1
CCC(Oc1ccccc1)C(=O)Nc1cc(C)on1 (stereo not given)	-1	-1.1	-3	-2	0.1	1	-0.6	1	0.6	7.9	0
COc1ccc(Cc2nnc(SCC(=O)Nc3ccccc3C#N)o2)cc1	4	0.1	1	-3	-1.2	-2	-0.9	-2	0.0	-3.0	-9
Cc1noc(C)c1C(=O)OC(C)C(=O)Nc1ccc2c(c1)OCO2 (stereo not given)	1	-0.3	-6	-4	0.4	-1	-1.2	1	-0.2	1.0	-4
COc1ccc(S(=O)(=O)N(C)c2ccc(C(=O)N3CCCC3)cc2)cc1	5	-1.2	-4	-5	-0.7	-3	-1.1	-2	-0.8	-2.2	0
COc1ccccc1C(=O)NC(=S)Nc1ccc(N2CCOCC2)cc1	0	1.4	2	-6	1.0	2	-1.1	-2	0.4	0.0	-2
N#Cc1c(N2C(=O)Nc3ccccc3N2O)sc2c1CCCCCC2	1	2.2	-3	0	0.3	1	-1.0	-5	1.2	-1.5	-12
CCOC(=O)C1CCN(C(=O)CSc2c3c(nc4ccccc24)CCC3)CC1	2	-0.8	0	-1	1.1	0	0.2	2	-1.0	-0.8	3
O=C(O)c1ccccc1C(=O)NNc1cccc(Cl)n1	3	3.1	-2	0	0.7	8.6*	-0.7	-2	3.0	6.2	2
Cc1cccc(C(=O)N2CCCCCC2)c1[N+](=O)[O-]	-2	-1.2	11	1	-0.1	1	-2.1	3	-1.5	-2.1	2
CC(=O)Oc1ccc(Cn2c(C)c(C(=O)NCc3ccccc3C(F)(F)F)sc2=O)cc1	1	-2.4	3	1	0.9	0	-1.5	0	x	-1.0	-2
CCOC(=O)CSC1=NC(=O)/C(=C/c2ccc(Br)cc2)S1	0	1.9	-1	1	1.5	4	-0.9	-5	1.2	9.3	-12
Cc1cc(OCC(=O)NCCCN2CCCC2=O)c2c(C)c(C)c(=O)oc2c1	0	-1.4	-5	-168	-0.8	-1	-1.2	-195	0.3	-1.9	-319
O=C(CN1C(=O)C2CC=CCC2C1=O)N1CCN(S(=O)(=O)c2ccccc2)CC1 (stereo not given)	2	0.0	-5	3	2.4	3	-1.5	4	-0.6	2.7	-2
O=C(OCC1OC(n2cc(Br)c(=O)[nH]c2=O)C(Br)C1O)c1ccccc1 (stereo not given)	1	-1.0	-3	-1	0.5	-2	-1.3	1	1.1	1.2	-2
Cc1ccc(OCC(=O)c2cc(C)n(-c3cc(C)on3)c2C)c([N+](=O)[O-])n1	-3	0.2	3	-7	-0.1	0	-0.4	-2	1.2	0.7	-12
COc1ccccc1-n1c(SCC(=O)Nc2ccc(Br)cc2)nc(O)cc1=O	-6	-1.0	2	8.7*	-0.4	0	-0.1	-37	-0.1	1.6	-4
COc1ccc(NC(=O)CSc2nc3ccccc3c(=O)n2CCCN2CCOCC2)c(OC)c1	5	-2.6	1	1	-0.7	0	-1.3	1	-0.3	-1.2	-2
CC1CN(C(=O)CCC(=O)N2CCN(c3ccccn3)CC2)c2ccccc2O1 (stereo not given)	-6	0.3	5	-6	-0.6	1	-0.9	-1	0.2	-0.6	1
O=C(CN1C(=O)S/C(=C\C=C\c2ccccc2)C1=O)Nc1cccc(O)c1	-3	3.7	-3	7	-1.2	5	-1.3	-12	-0.5	9.5	-18
N#CC(C#N)=C1C(=O)N(CCN2CCCCC2)c2ccccc21	0	-1.6	-6	-4	1.3	-3	-0.4	-4	-0.6	0.1	-13
Cc1cccn2c(CN[C@@H]3CCCC[C@H]3c3ccccc3)c(C(=O)N3CCOCC3)nc12	3	-1.6	-4	-4	0.1	0	-1.2	-1	1.3	-1.2	-6
CCNC(=O)C1(C)CCCN(Cc2ccc(-c3ccccc3)o2)C1 (stereo not given)	-2	0.2	16	2	-0.2	2	-1.1	4	x	-0.4	0
Cc1cc(C)c(S(=O)(=O)NC2CC2)c(C)c1	-1	-2.6	-6	-5	0.5	-2	-1.2	0	1.8	-2.4	-6
CCOC(=O)N1CCN(C2CCCN(C(=O)c3cccc(N(C)C)c3)C2)CC1 (stereo not given)	1	-1.3	-5	-5	-0.3	0	-0.8	-9	0.0	1.9	-11
COc1ccc(NC(=O)N(C)[C@H]2C[C@H]3c4[nH]c5ccccc5c4CCN3C[C@H]2[C@H](C)O)cc1	-1	1.0	4	-14	2.3	-2	-0.3	-76	2.3	2.6	-104
Cc1cc(C)cc(C(=O)NC(CC(N)=O)c2ccc(NC3CCCCCCC3)c([N+](=O)[O-])c2)c1 (stereo not given)	2	0.8	-4	-3	0.2	-2	-1.2	0	-0.8	1.1	-1
CCO/C=C1\C(=O)N(CC)c2ccccc21	6	-0.6	-3	-2	0.9	-4	-1.1	-2	-0.8	1.3	-5
Cn1c2c(c(=O)[nH]c1=O)C(NC(=O)c1ccco1)(C(F)(F)F)C(=O)N2 (stereo not given)	-3	-1.7	2	-2	-0.5	1	-1.1	3	-0.2	-0.6	6
O=S(=O)(N/N=C/c1ccc(F)cc1)c1ccccc1	1	0.6	4	-3	0.5	-3	-1.2	1	0.8	3.0	-1
CCc1ccccc1OCC(=O)Nc1ccc2c(c1)OCCO2	-4	0.4	7	0	0.7	-1	0.8	1	2.6	8.1	-6
O=C(CSc1nnnn1C1CCCCC1)NCCc1ccccc1	-2	3.5	2	0	-0.4	-3	-1.1	1	1.5	7.1	-5
CCC(C)[C@H]1CNC(=O)C(=O)N1CCCc1cc(OC)c(OC)c(OC)c1 (stereo not given in full)	-7	-1.1	-1	0	0.1	0	-1.6	1	0.3	0.0	2
Cc1ccc(C)c(S(=O)(=O)N2CCN(c3nc(CN4CCOCC4)nc4sc(C)c(C)c34)CC2)c1	0	-2.1	1	-1	-0.7	9.1*	-0.6	-9	-0.1	-3.7	-15
CCN(CC)S(=O)(=O)c1cccc(-c2nnc(SCC(=O)NCCC3=CCCCC3)n2N)c1	2	-1.2	-3	1	-1.0	-5	-1.7	6	-1.3	-1.4	2
CCOc1ccc2nc(SCC(=O)NC3CCCCC3)[nH]c2c1	3	-1.9	-6	0	-0.6	-4	-1.5	2	-2.2	-3.1	-4
CCOC(=O)CSc1nnc(C)c(=O)[nH]1	-2	-1.7	2	-2	0.5	1	-0.7	-1	1.3	0.1	-1
CC(Sc1nccn1C)C(=O)c1c(N)n(C)c(=O)n(C)c1=O (stereo not given)	6	-0.2	6	-5	1.8	0	-0.8	7	-0.7	-2.1	-3
CCN(CCn1cccn1)C(=O)c1cc(COc2ccccc2SC)on1	2	0.8	0	-7	4.6*	4	-0.3	-2	2.8	9.9	-13
COC(=O)[C@H](CC(C)C)N(Cc1ccccc1)S(=O)(=O)N(Cc1ccc(OC)cc1)[C@@H](CC(C)C)C(=O)OC	-2	-0.8	5	-5	-0.2	-1	-1.0	0	0.8	0.0	0
O=C(COC(=O)CNC(=O)c1cccc([N+](=O)[O-])c1)Nc1cccc(S(=O)(=O)N2CCCC2)c1	1	1.4	1	-1	0.9	-3	-0.5	0	-1.0	2.3	-2
OC1CCCC1	-1	2.0	-3	-2	-0.5	-3	-0.8	2	0.7	-1.0	1
COc1ccccc1C=NN=Cc1ccccc1OC	6	2.3	6	-3	-1.2	-2	1.1*	1	0.2	1.2	2
O=C(CN1C(=O)COc2ccccc21)Nc1ccc(F)cc1	-6	1.7	-5	-3	-0.5	1	-1.5	-4	0.5	3.8	-2
CNc1ccc2ncc(-c3cccc(C(=O)N(C)C)c3)n2n1	6	-3.2	-6	i	3.3	-7	-2.1	i	x	3.6	i

An excerpt from above, limited to MBD2 DNA inh, hgDAF-12 ag and ADAM17 inh.
| structure | MBD2 DNA inh | hgDAF-12 ag | ADAM17 inh |
| --- | --- | --- | --- |
| O=C(CN1C(=O)COc2ccccc21)Nc1ccc(F)cc1 | -6 | 3.8 | -3 |
| CNc1ccc2ncc(-c3cccc(C(=O)N(C)C)c3)n2n1 | 6 | 3.6 | i |
| OC1CCCC1 | -1 | -1.0 | -2 |

Full records as entered above. Screens in order: MBD2 DNA inh, hcDAF-12 act, Rev-erbA mod, ADAM17 inh, DAX1 inh-1, SMARCA2 act, ssDAF-12 act, PLCg1 inh, DAX1 inh-2, hgDAF-12 ag, PLCb3 inh
Profile of `CNc1ccc2ncc(-c3cccc(C(=O)N(C)C)c3)n2n1` = 6, -3.2, -6, i, 3.3, -7, -2.1, i, x, 3.6, i
Profile of `OC1CCCC1` = -1, 2.0, -3, -2, -0.5, -3, -0.8, 2, 0.7, -1.0, 1
Profile of `O=C(CN1C(=O)COc2ccccc21)Nc1ccc(F)cc1` = -6, 1.7, -5, -3, -0.5, 1, -1.5, -4, 0.5, 3.8, -2
Profile of `COc1ccccc1C=NN=Cc1ccccc1OC` = 6, 2.3, 6, -3, -1.2, -2, 1.1*, 1, 0.2, 1.2, 2
